CXCR6 inh – CXCR6 receptor inhibitors, primary screen, cell-based, beta-arrestin, luminescence, CHO-K1 PathHunter, 1536-well; 360,000 tested, 0.36% active; C-X-C chemokine receptor type 6 (Homo sapiens), O00574; inhibition, % at 20 µM; in the data active = inhibition above about 34%, passing the limit was not always enough;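 also: antagonist mode with CXCL16 agonist at 10 nM final; 0% = 10 nM CXCL16 with DMSO and 100% = unstimulated wells without agonist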
Target sequence (O00574 whole entry, looked up): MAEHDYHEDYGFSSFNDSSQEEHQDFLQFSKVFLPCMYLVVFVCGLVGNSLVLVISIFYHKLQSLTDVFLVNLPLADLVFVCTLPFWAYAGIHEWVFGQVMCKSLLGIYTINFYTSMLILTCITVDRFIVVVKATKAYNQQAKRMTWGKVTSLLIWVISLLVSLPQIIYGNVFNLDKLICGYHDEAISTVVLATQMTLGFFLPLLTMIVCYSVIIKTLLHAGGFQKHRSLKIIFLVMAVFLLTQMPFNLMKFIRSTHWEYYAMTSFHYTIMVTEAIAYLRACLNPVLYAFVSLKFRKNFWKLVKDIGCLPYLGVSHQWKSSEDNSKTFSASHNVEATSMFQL
EBI2 antag – EBI2 receptor antagonists, beta-arrestin recruitment, primary screen, cell-based, luminescence, 7a,25-OHC stimulation, uHTS; G-protein coupled receptor 183 (Homo sapiens), P32249; 360,000 tested, 0.81% active; AID 651636, 2012; inhibition, % at 5 µM; 7a,25-OHC stimulated; in the data active = inhibition above about 38%;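 also: enzyme fragment complementation signal reports receptor beta-arrestin coupling in cells; 0% = agonist plus DMSO wells and 100% = wells without agonist; some results beyond the cut were filed as inactive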
Target sequence (P32249 whole entry, looked up, the tested form may be a part): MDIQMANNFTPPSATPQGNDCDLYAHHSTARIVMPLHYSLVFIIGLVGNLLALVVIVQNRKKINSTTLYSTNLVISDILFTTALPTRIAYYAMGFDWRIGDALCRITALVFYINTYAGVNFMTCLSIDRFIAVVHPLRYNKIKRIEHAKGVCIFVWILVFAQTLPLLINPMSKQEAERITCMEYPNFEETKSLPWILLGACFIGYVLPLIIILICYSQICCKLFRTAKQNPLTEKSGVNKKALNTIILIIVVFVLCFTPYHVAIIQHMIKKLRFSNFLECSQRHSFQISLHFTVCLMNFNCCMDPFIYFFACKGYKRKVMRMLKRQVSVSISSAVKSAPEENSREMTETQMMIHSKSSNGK
An asterisk follows results filed as active.

SMILES | CXCR6 inh | EBI2 antag
CC1(C(=O)NS(=O)(=O)C2CC2)CCCN(C(=O)Cc2ccc(F)cc2)C1 (stereo not given) | 6 | -2
CC1(C(=O)NS(=O)(=O)c2ccc(Cl)s2)CCN1C(=O)C1(c2ccc(Cl)cc2)CC1 (stereo not given) | -1 | 6
COCCN1C(=O)CCC1(C)C(=O)NC1CCCCC1 (stereo not given) | -3 | -10
CC(C)NC(=O)C1(C)Cc2c(-c3cccc(C(N)=O)c3)ccnc2O1 (stereo not given) | 8 | -5
CC1Cc2ccccc2N1C(=O)CN1CCN(S(=O)(=O)c2ccc3c(c2)OCCCO3)CC1 (stereo not given) | -3 | -2
Cc1ccc(NC(=O)CSc2nnnn2C)cc1S(=O)(=O)N1CCCCC1 | -3 | 8
CC1(c2nnnn2-c2ccc3c(c2)OCCO3)CCC(=O)N1Cc1cccc(C(F)(F)F)c1 (stereo not given) | -9 | -8
CCOC(=O)N1CCN(S(=O)(=O)N2CCCC(C(=O)NCc3ccc(C)cc3)C2)CC1 (stereo not given) | -11 | -1
CC(C)Oc1ccc(F)cc1-c1cc(C(=O)NCc2cc(C(F)(F)F)cc(C(F)(F)F)c2)[nH]n1 | -7 | 17
O=[N+]([O-])c1ccc(O)c(C=NN2CCCCC2)c1 | 24 | -6
O=S1(=O)CC(N2CCC(c3ccccc3)CC2)CN1Cc1ccc(F)cc1 (stereo not given) | -6 | 2
CC(C)NC(=O)C1(C)CCCN1C/C=C/c1ccccc1 (stereo not given) | 12 | -2
Cc1cc(C)n2c(NC3CCCC3)c(-c3cccnc3)nc2n1 | -5 | -15
CCCC(=O)NC(c1cccc([N+](=O)[O-])c1)c1ccc2cccnc2c1O (stereo not given) | 18 | -1
O=C(Nc1cccc(Oc2ccccc2)c1)C1Cc2c(-c3ccco3)ccnc2O1 (stereo not given) | 0 | -26
OCc1cccc(-c2csc(C(O)c3ccco3)n2)c1 (stereo not given) | 3 | 0
CC1(C)CC(=O)C=C(c2ccc(-c3cnc4ccccc4c3)cc2)C1=O | 5 | 13
O=S1(=O)N[C@H](Cc2ccccc2)COc2cccc(N3CCC[C@@H]3CO)c21 | -4 | 1
O=C(NCCN1CCCC(O)C1)c1cc(COc2cccc(C(F)(F)F)c2)on1 (stereo not given) | 7 | -21
O=C(NCCN1CCC(n2c(=O)[nH]c3ccccc32)CC1)c1ccc(Cl)cc1 | 5 | 4
CC[C@H](C)[C@H]1CNC(=S)N1CC1CCN(CCC(C)C)CC1 | 0 | -7
COc1cc2c(cc1OC)C1CCc3cc4c(cc3C1N=C2)OCO4 (stereo not given) | -3 | -2
Cc1ccc(-c2csc(C(O)c3ccc(F)c(F)c3)n2)cc1C (stereo not given) | -11 | 5
COc1cc(C=NNc2ccccc2)ccc1OC(=O)c1ccccc1 | 2 | 1
CCCCCCn1cc(CN2CC(N(C)C)CS2(=O)=O)nn1 (stereo not given) | 0 | -14

(continued)
SMILES | CXCR6 inh | EBI2 antag
COc1cccc(CN(C)C(=O)C2CCCN(C(=O)c3ccc(Cl)cc3)C2)c1 (stereo not given) | 2 | 7
N#CCc1ccc(-c2cccc3nccn23)cc1 | -3 | -1
O=S1(=O)CC(N2CCN(Cc3ccccc3F)CC2)CN1Cc1cn(Cc2cccc(C(F)(F)F)c2)nn1 (stereo not given) | -1 | 2
CC(=O)Nc1ccc(CN(C)c2c(C)nc3ccc(C(=O)NCCCN4CCCC4=O)cn23)cc1 | 0 | -4
COc1ccc(CN2C(=O)CCC2(C)c2nc3ccccc3[nH]2)cc1 (stereo not given) | -3 | -11
O=C(c1ccc(Br)cc1)N1CCN(c2ccccn2)CC1 | 6 | 30
COc1ccc(N(CC(=O)N2CCN(c3ccccc3)CC2)S(=O)(=O)c2ccccc2)cc1 | 9 | 4
COc1ccc(-c2nc3ccc(Br)cn3c2Cc2ccccc2C(F)(F)F)cc1OC | 1 | 24
CCCS(=O)(=O)NC(=O)C1(C)CCN(C(=O)Cc2ccc(OC)cc2)C1 (stereo not given) | -2 | -3
C1CCN(CCC2CCCCN2)CC1 (stereo not given) | 0 | 2
CC(C)NC(=O)C1(C)CCN1Cc1cccc(C#N)c1 (stereo not given) | -10 | -4
C[C@@H]1CN([C@H](C)CO)C(=O)c2cc(NC(=O)Nc3ccc(F)cc3)ccc2O[C@@H](C)CCCCO[C@H]1CN(C)S(=O)(=O)c1ccc(Cl)cc1 | -12 | 4
Oc1ccccc1C1=NC(c2ccccc2)NC(c2ccccc2)C1 (stereo not given) | 4 | 2
CN1CCN(C(=O)c2cnc(Cc3c[nH]c4ccccc34)c(I)c2)CC1 | 6 | 2
CC(C)(C)c1ccc(CC(=O)N2CCC2(C)C(=O)NS(=O)(=O)c2ccc(C#N)cc2)cc1 (stereo not given) | 0 | -2
CC(C)C[C@H]1COc2cc(N3CCN(Cc4ccccc4F)CC3)ccc2S(=O)(=O)N1 | 0 | 5
CCOC(=O)C1(C)CCN1C(=O)c1csnn1 (stereo not given) | -12 | 4
CN1CCCC1CN1CCCC1 (stereo not given) | -7 | -6
CCCCc1ccc(S(=O)(=O)NC(=O)C2(C)CCN2C(=O)CC2CC2)cc1 (stereo not given) | -5 | -16
CC1(C(=O)NCc2ccccc2)Cc2c(-c3ccccc3)ccnc2O1 (stereo not given) | 1 | -8
O=C(CN1C(=O)CSc2ccc(S(=O)(=O)N3CCOCC3)cc21)NCc1c(F)cccc1Cl | -12 | 3
COC(=O)[C@@]1(C(C)C)N=C(c2cc(OC)c(OC)c(OC)c2)[C@]2(O1)C(=O)Nc1ccccc12 | -4 | 1
CCc1nc2ccc(C(=O)NCCOc3ccc(OC)cc3)cn2c1N(C)C(=O)C1CCCCC1 | 3 | 27
Nc1ccn(C2OC(CCl)C(O)C2O)c(=O)n1 (stereo not given) | -6 | 1
CCCN1CCC(C(=O)NC(c2ccc(Cl)cc2)c2ccsc2)CC1 (stereo not given) | 6 | -3

Two consecutive compounds already listed, for reference:
SMILES | CXCR6 inh | EBI2 antag
COc1cccc(CN(C)C(=O)C2CCCN(C(=O)c3ccc(Cl)cc3)C2)c1 (stereo not given) | 2 | 7
N#CCc1ccc(-c2cccc3nccn23)cc1 | -3 | -1

Later entries:
SMILES | CXCR6 inh | EBI2 antag
COc1ccc(CCN2CC(C(=O)NCCc3ncccc3C)CCC2=O)cc1 (stereo not given) | 3 | 0
CCOC(=O)[C@]12CCC=C1N(Cc1ccc(Cl)cc1Cl)C(=O)[C@H](CC(=O)N1CCOCC1)C2 | 3 | 2
COc1ccc(C(C)=O)cc1Cn1c(C)c(C(=O)NCc2ccc(C(F)(F)F)cc2)sc1=O | -1 | 8
O[C@@H]1C[C@H](c2ccccc2)N(Cc2cccs2)C[C@H]1n1cc(C2CC2)nn1 | 2 | 11
O=C(c1ccco1)N1CCN(C(=O)c2cnn(-c3ccc(F)cc3)c2-n2cccc2)CC1 | 4 | 0
CC(O)(c1ccccc1)c1nc(-c2ccncc2)cs1 (stereo not given) | 1 | -1
CC1(C)CCCC2(C)C1CCC1(C)OC(=O)CCC12 (stereo not given) | -8 | 3
CCCCC[C@@H](C)N1C[C@H](COCc2ccccc2)Oc2cc(N3CCC[C@H]3CO)ccc2S1(=O)=O | 6 | 3
CC(C)CC1C(=O)N(Cc2cn(Cc3ccco3)nn2)CCS(=O)(=O)N1Cc1ccc(-c2ccc(F)nc2)cc1 (stereo not given) | -3 | 19
CCc1nc2ccc(C(=O)N3CCN(C(=O)c4ccco4)CC3)cn2c1N(C)Cc1ccc(OC)cc1 | 1 | 2
CN(NC(=O)C(=O)NCc1ccco1)C(=O)Nc1ccc(Cl)cc1 | -3 | 9
O=C(c1cc(C2CCCCN2S(=O)(=O)c2cccs2)on1)N1CCOCC1 (stereo not given) | 4 | -5
CCCCn1c(N)c(N(Cc2ccccc2OC)C(=O)C(C)Oc2cccc(Cl)c2)c(=O)[nH]c1=O (stereo not given) | 1 | -3
CC(C)(C)NC(=O)C1c2ccccc2OCC(=O)N1Cc1ccco1 (stereo not given) | 2 | 1
OC(c1ccccc1)c1nc(-c2cc3ccccc3o2)cs1 (stereo not given) | -11 | 1
COc1ccccc1-c1ccc([C@@H]2C[C@H]3[C@@H](CN2)CON3C)cc1 | 7 | 1
COc1cc(-c2cnc3c(NC=O)cc(-c4ccccc4Cl)cn23)cc(OC)c1OC | 3 | 15
COc1ccccc1-c1csc(C(O)c2ccccc2)n1 (stereo not given) | 3 | 2
O=C(NCc1ccccc1)c1cc(C2CCCCN2C(=O)CCCc2ccccc2)on1 (stereo not given) | 13 | 13
Cc1cc(Br)cn2c(Cc3ccsc3)c(-c3ccccc3)nc12 | -6 | -4
O=C1NC[C@H](CC2CCCCC2)N(CCc2cccc3ccccc23)C1=O | -6 | 24
Cc1ccn(CC(=O)NC2CCCN(Cc3ccccc3F)C2)n1 (stereo not given) | -3 | -6
O=C(C1CCCCC1)N1C[C@H](O)[C@@H](n2cc(-c3ccc(F)cc3)nn2)C[C@@H]1c1ccccc1 | 3 | 13
NC(=O)c1cccc(-c2ccnc3c2CC(C(=O)NCCc2ccccc2)O3)c1 (stereo not given) | -1 | -2
CCC1Oc2ccccc2N(CC(=O)N2CCCC2)C1=O (stereo not given) | 3 | -8

Continued.
SMILES | CXCR6 inh | EBI2 antag
CC1(C(=O)NS(=O)(=O)c2cccc(OC(F)F)c2)CCN1C(=O)C1CCCCC1 (stereo not given) | 0 | 3
Cc1cccc(C)c1Cn1c(C)c(C(=O)NCc2ccc([N+](=O)[O-])cc2)sc1=O | 0 | 27
NC(Cc1ccc(C(F)(F)F)cc1)c1csc(NC(=O)Nc2ccccc2Oc2ccccc2)n1 (stereo not given) | -9 | -3
COc1ccc(-c2cnc3c(NC(C)=O)cc(-c4ccsc4)cn23)cc1OC | 13 | 15
C[C@H]1CN([C@@H](C)CO)S(=O)(=O)c2ccc(C#CC3CC3)cc2O[C@@H]1CN(C)S(C)(=O)=O | 5 | -1
CC(=O)Nc1cc(-c2ccccc2N(C)C)cn2c(-c3ccccc3)cnc12 | 19 | 5
CCC(c1nnnn1-c1ccc2c(c1)OCCO2)N1CCN(C(C)=O)CC1 (stereo not given) | -3 | 2
O=c1[nH][nH]c2c1[C@H](c1ccc(F)cc1)O[C@H](CCC(F)(F)F)C2 | -1 | -6
O=C(COC(=O)c1ccccc1Cl)Nc1cccc(S(=O)(=O)N2CCCCC2)c1 | -5 | 0
OC(c1ccc(Cl)cc1)c1ncc(-c2ccccc2F)[nH]1 (stereo not given) | -4 | 1
Cc1cc(C)n2c(NC3CCCCC3)c(-c3cccnc3)nc2n1 | -9 | -10
COC(=O)[C@]12CCCCC=C1N(CCC1=CCCCC1)C(=O)[C@H](CC(=O)NCC13CC4CC(CC(C4)C1)C3)C2 | 19 | 19
O=C1/C(=C/c2ccc(S(=O)(=O)O)cc2S(=O)(=O)O)CCc2ccccc21 | 4 | -9
COc1ccc([C@H]2N[C@]3(CCCN(Cc4ccc(C)cc4)C3=O)[C@H]3C(=O)N(C)C(=O)[C@@H]23)cc1 | 8 | -4
CC(=O)Nc1ccc(CN(C)c2c(C)nc3ccc(C(=O)N4CCN(c5ccccc5)CC4)cn23)cc1 | -5 | -2
O=S1(=O)CC(N2CCCC2)CN1Cc1ccc(F)cc1 (stereo not given) | -5 | -11
COc1ccc(-c2csc(NC(=O)c3c(C)noc3C)n2)cc1OC | -4 | -1
CCCC[C@@H]1CC2=C(C(=O)OC(C)(C)O2)[C@@H](c2ccc(F)cc2)O1 | 2 | -3
CC1(Cc2cccc(C#N)c2)C(=O)Nc2c(Cl)cccc21 (stereo not given) | 8 | 13
Cc1ccc(OCC(=O)Nc2ccc(C(=O)Nc3ccccc3C(=O)O)cc2)cc1C | -5 | 3

Compounds above that have an aryl methoxy group (19):
SMILES | CXCR6 inh | EBI2 antag
COc1cc2c(cc1OC)C1CCc3cc4c(cc3C1N=C2)OCO4 (stereo not given) | -3 | -2
COc1cc(C=NNc2ccccc2)ccc1OC(=O)c1ccccc1 | 2 | 1
COc1cccc(CN(C)C(=O)C2CCCN(C(=O)c3ccc(Cl)cc3)C2)c1 (stereo not given) | 2 | 7
COc1ccc(CN2C(=O)CCC2(C)c2nc3ccccc3[nH]2)cc1 (stereo not given) | -3 | -11
COc1ccc(N(CC(=O)N2CCN(c3ccccc3)CC2)S(=O)(=O)c2ccccc2)cc1 | 9 | 4
COc1ccc(-c2nc3ccc(Br)cn3c2Cc2ccccc2C(F)(F)F)cc1OC | 1 | 24
CCCS(=O)(=O)NC(=O)C1(C)CCN(C(=O)Cc2ccc(OC)cc2)C1 (stereo not given) | -2 | -3
COC(=O)[C@@]1(C(C)C)N=C(c2cc(OC)c(OC)c(OC)c2)[C@]2(O1)C(=O)Nc1ccccc12 | -4 | 1
CCc1nc2ccc(C(=O)NCCOc3ccc(OC)cc3)cn2c1N(C)C(=O)C1CCCCC1 | 3 | 27
COc1ccc(CCN2CC(C(=O)NCCc3ncccc3C)CCC2=O)cc1 (stereo not given) | 3 | 0
COc1ccc(C(C)=O)cc1Cn1c(C)c(C(=O)NCc2ccc(C(F)(F)F)cc2)sc1=O | -1 | 8
CCc1nc2ccc(C(=O)N3CCN(C(=O)c4ccco4)CC3)cn2c1N(C)Cc1ccc(OC)cc1 | 1 | 2
CCCCn1c(N)c(N(Cc2ccccc2OC)C(=O)C(C)Oc2cccc(Cl)c2)c(=O)[nH]c1=O (stereo not given) | 1 | -3
COc1ccccc1-c1ccc([C@@H]2C[C@H]3[C@@H](CN2)CON3C)cc1 | 7 | 1
COc1cc(-c2cnc3c(NC=O)cc(-c4ccccc4Cl)cn23)cc(OC)c1OC | 3 | 15
COc1ccccc1-c1csc(C(O)c2ccccc2)n1 (stereo not given) | 3 | 2
COc1ccc(-c2cnc3c(NC(C)=O)cc(-c4ccsc4)cn23)cc1OC | 13 | 15
COc1ccc([C@H]2N[C@]3(CCCN(Cc4ccc(C)cc4)C3=O)[C@H]3C(=O)N(C)C(=O)[C@@H]23)cc1 | 8 | -4
COc1ccc(-c2csc(NC(=O)c3c(C)noc3C)n2)cc1OC | -4 | -1

High-throughput results from PubChem BioAssay.

These rows are one share of the data (hit frequency here may not be typical).
